Source: PubChem BioAssay
PP5 primary: PP5 (human) phosphatase inhibition; actives 0.18% (n = 320,000); AID 1987; purified PP5c, OMFP substrate fluorescence; inhibition, % at 6.7 µM; P53041;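 active = inhibition above the campaign's mean inhibition across all tested compounds plus 3 SD, cut at about 9.5% in these data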;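 also: 0% = DMSO only and 100% = 100 µM cantharidin control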
Target sequence (P53041 whole entry, looked up): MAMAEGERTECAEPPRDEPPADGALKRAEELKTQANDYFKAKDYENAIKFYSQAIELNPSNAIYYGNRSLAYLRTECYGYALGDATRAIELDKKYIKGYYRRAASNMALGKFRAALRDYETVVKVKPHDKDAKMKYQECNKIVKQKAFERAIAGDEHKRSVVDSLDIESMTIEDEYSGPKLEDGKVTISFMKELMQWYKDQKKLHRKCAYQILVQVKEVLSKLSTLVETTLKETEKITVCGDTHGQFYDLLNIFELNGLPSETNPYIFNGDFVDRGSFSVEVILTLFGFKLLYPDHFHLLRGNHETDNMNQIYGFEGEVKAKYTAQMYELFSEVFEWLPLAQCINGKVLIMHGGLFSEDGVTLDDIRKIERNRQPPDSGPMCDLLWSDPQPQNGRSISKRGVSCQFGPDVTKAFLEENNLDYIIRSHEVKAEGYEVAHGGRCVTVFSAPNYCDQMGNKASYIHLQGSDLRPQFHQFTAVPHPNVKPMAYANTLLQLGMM
AHR act: activators of human aryl hydrocarbon receptor; P35869; AHR-responsive luciferase reporter cells, luminescence; activation, % at 5 µM; actives 2.5% (n = 320,000); AID 2796; in the data active = activation above about 47%;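 also: 0% = vehicle wells and 100% = reference agonist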
PP1 counter: counter-screen for PP5 inhibitors: inhibitors of human PP1-alpha | actives 0.9% (n = 320,000) | inhibition, % at 6.7 µM | P62136 | purified PP1alpha, OMFP fluorescence;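 active = inhibition above the mean inhibition of all tested compounds plus 3 SD, computed separately for each screening campaign, cut at about 15% in these data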
Target sequence (P62136 whole entry, looked up): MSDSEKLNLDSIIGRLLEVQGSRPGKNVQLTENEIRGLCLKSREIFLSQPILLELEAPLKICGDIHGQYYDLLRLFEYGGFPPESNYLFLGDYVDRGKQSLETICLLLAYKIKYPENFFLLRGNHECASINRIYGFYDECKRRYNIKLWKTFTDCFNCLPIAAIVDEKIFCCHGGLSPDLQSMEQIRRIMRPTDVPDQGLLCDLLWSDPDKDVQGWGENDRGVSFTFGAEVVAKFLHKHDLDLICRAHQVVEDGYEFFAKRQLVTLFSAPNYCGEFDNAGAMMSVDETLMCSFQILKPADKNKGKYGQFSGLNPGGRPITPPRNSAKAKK
procasp3 activ: activates human procaspase-3. recombinant procaspase-3 D3A, Ac-DEVD-pNA absorbance 405 nm. actives 0.11% (n = 330,000). activation, % at 8.5 µM. P42574;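 active = activation above the mean of all tested compounds plus 3 SD, cut at about 21% in these data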;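 also: 0% = DMSO alone and 100% = DMSO wells spiked with extra 5 µM PC-3 D3A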
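Technique: 405 nm absorbance of p-nitroaniline, reads at 0 and 120 min; Test system: Procaspase-3 D3A mutant; Incubation: 1 h enzyme-compound preincubation, then 2 h substrate reaction, 25 °C; Repeats: singlicate, each compound tested once; Benchmarks: low control DMSO wells, high control DMSO plus 5 µM PC-3 D3A.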
procasp7 counter: counter-screen for procaspase-3 activators: activators of human procaspase-7; P55210; recombinant procaspase-7, Ac-DEVD-pNA absorbance 405 nm; D23A/D198A/D206A triple mutant, cannot self-cleave; scale: DMSO 0, 5 µM enzyme 100; activation, % at 8.5 µM; actives 0.093% (n = 330,000); AID 463210;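 active = percent activation above the screen-wide mean plus 3 SD, cut at about 25% in these data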
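Test system: Procaspase-7 triple mutant (PC-7 D3A). Also added: Ac-DEVD-pNA substrate, 400 µM as added. Schedule: 1 h enzyme–compound preincubation and 2 h substrate reaction, both 25 °C. Signal: p-Nitroaniline absorbance at 405 nm, read at 0 and 120 min. Control set: low DMSO alone, high DMSO plus 5 µM PC-7.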
TPT1 inh: blocks Candida albicans tRNA 2'-phosphotransferase | inhibition, % at 5 µM | actives 0.81% (n = 300,000) | recombinant caTPT1, FP RNA substrate dephosphorylation;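 active = inhibition above the mean of all tested compounds plus 3 SD, set per screening campaign, cut at about 24% in these data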;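 also: plate controls were DMSO alone for no effect and ferristatin control at 100 nM for full effect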
PAFAH2 FP inh: PAFAH2 (human) inhibition | inhibition, % at 3.39 µM | Q99487 | actives 0.99% (n = 340,000) | AID 492956 | recombinant PAFAH2, FP-rhodamine activity probe, fluorescence polarization;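 active = inhibition above the mean over all tested compounds plus 3 SD, cut at about 30% in these data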;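 also: inhibitors block probe labeling of enzyme so polarization drops; 0% = enzyme with DMSO and 100% = wells lacking PAFAH2 protein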
core dimer inh: HCV core protein dimerization inhibition; actives 0.33% (n = 300,000); inhibition, % at 5 µM; TR-FRET GST/Flag-core106 dimerization, 1536-well;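 active = inhibition above the mean of all tested compounds plus 3 SD, set per screening campaign, cut at about 45% in these data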
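assay system = GST-tagged and Flag-tagged HCV core protein residues 1-106 | controls = unlabelled core106 and no-GST-core106 wells | incubation = compound-protein-antibody incubation 4 h at 22.5 °C | probe or stimulus = Eu donor and XL665 acceptor anti-tag antibodies | read-out = % inhibition based on acceptor/donor emission ratio | signal = TR-FRET 671 and 617 nm emission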
CTSL1 counter: counter-screen for PFM18AAP inhibitors: inhibitors of F. hepatica cathepsin L1; recombinant F. hepatica cathepsin L1, Z-Leu-Arg-MCA fluorescence; inhibition, % at 5.96 µM; actives 0.49% (n = 300,000); AID 1906;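 active = inhibition above the mean of all tested compounds plus 3 SD, set per screening campaign, cut at about 17% in these data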;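 also: 0% = plate median of test compound wells and 100% = 1 µM Z-Phe-Ala-diazomethylketone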
* hit, by the source's call; nt = no result given.

Results follow in this order: PP5 primary	AHR act	PP1 counter	procasp3 activ	procasp7 counter	TPT1 inh	PAFAH2 FP inh	core dimer inh	CTSL1 counter
1) Nn1c(Cc2ccccc2)nc2sc3c(c2c1=O)CCC3
→ -0.6	1	-1	10	7	-2	-1	0	0
2) Cc1ccc(NC(=O)CN(C)CC(=O)NC2CCCc3ccccc32)cc1 (stereo unspecified)
→ 0.3	4	-2	-6	6	4	2	0	3
3) Cc1cc(C)c(NC(=O)CNC(=O)CNC(=O)C2CCCCC2)c(C)c1
→ 3.0	3	-2	-2	-10	nt	1	nt	nt
4) COC(=O)CCCCCNC(=S)Nc1ccc2[nH]c(=O)[nH]c2c1
→ -2.0	0	3	8	-3	-3	-6	-5	1
5) O=c1c2ccccc2[nH]c(=S)n1-c1cccc(S(=O)(=O)N2CCCC2)c1
→ 1.9	9	2	-2	0	1	4	6	0
6) c1ccc(-c2cnnc(SCc3cn4cccnc4n3)n2)cc1
→ 0.4	25	0	8	9	-2	0	-5	1
7) CCC1=C(OC(=O)N(CC)CC)N2C(=O)OC(=NCCOC)[C@]2(Cc2ccccc2)[C@H]2C1=CC[C@H]1C(=O)N(CC(=O)OC)C(=O)[C@H]12
→ 2.3	-1	-6	1	2	-5	9	1	-3
8) O=c1cc(-c2ccccc2Cl)oc2c(NS(=O)(=O)c3cccs3)ccc(O)c12
→ 0.7	6	7	5	-5	-3	-1	-8	-2
9) Cc1sc2nc(SCCN(C)C)n(-c3ccccc3)c(=O)c2c1-c1ccc(F)cc1
→ 2.6	4	0	3	-2	3	1	1	1
10) CC(C)N(C(=O)Cn1cc(SCC(N)=O)c2ccccc21)C(C)C
→ -0.5	-1	-4	-1	8	2	5	2	0
11) O=C(N/N=C/c1ccncc1)c1nc(-c2ccccc2)n2c1CCCCC2
→ 0.8	6	-4	-13	5	-2	-1	7	1
12) C=CCn1c(COc2ccccc2F)nnc1SCCN1C(=O)c2ccccc2C1=O
→ 0.3	-9	-2	-11	-2	1	1	3	1
13) CC(=O)Nc1ccc(NC(=O)c2ccc(C)c(S(=O)(=O)Nc3cccc(C)c3)c2)cc1
→ 0.3	3	1	-4	-1	-1	-6	6	2
14) CC(C)N(Cc1nnc(-c2ccc(Cl)cc2)o1)C(=O)C1=COCCO1
→ 1.3	1	1	10	11	2	8	-1	2
15) CC(=O)Nc1ccc(-c2nc3ccccc3c(=O)o2)cc1
→ -7.1	5	-9	3	-1	-5	-5	-1	3

Further records
Results follow in this order: PP5 primary	AHR act	PP1 counter	procasp3 activ	procasp7 counter	TPT1 inh	PAFAH2 FP inh	core dimer inh	CTSL1 counter
16) COc1cccc(NC(=S)N2CCN(c3ccc([N+](=O)[O-])cc3)CC2)c1
→ 3.5	-3	-3	-6	-10	6	3	-4	1
17) Cc1cc[n+](Cc2ccccc2)c(N)c1
→ 1.5	3	1	3	1	1	-6	-9	1
18) CCn1c(=O)cc(SCC(=O)NCC2CCCO2)c2ccccc21 (stereo unspecified)
→ 4.4	10	1	-11	0	-2	-5	0	4
19) Cc1cc(C)n(CC(=O)n2nc(C)cc2C)n1
→ -1.8	1	-2	2	-3	2	-7	0	-1
20) CCOc1cc(C(=O)O/N=C(\N)c2ccccn2)cc(OCC)c1OCC
→ -1.7	17	-2	-1	-4	0	-6	14	-4
21) Oc1ccc(Br)cc1CNc1nccs1
→ 0.6	1	0	-6	11	0	-2	7	-1
22) Cn1nnnc1SCC(=O)N1c2ccccc2Sc2ccccc21
→ 1.1	5	-4	6	-2	-3	2	1	0
23) COc1ccc(NC(=O)C2CCN(c3ncnc4c3nc3n4CCCCC3)CC2)cc1Cl
→ -0.7	7	-1	-3	-3	-3	4	6	4
24) CCOC(=O)Cc1csc(NC(=O)CSc2nc(=O)[nH]c3c2CCC3)n1
→ -0.3	0	1	-2	2	0	2	-1	-4
25) CCOC(=O)c1cc(CC)sc1NC(=O)c1ccc2c(c1)OCCO2
→ 2.0	15	0	-3	-19	4	-12	14	2
26) COc1cccc(OC)c1OCCN1CCN(C(c2ccccc2)c2ccccc2)CC1
→ 1.8	2	0	0	8	1	8	5	5
27) CCN(CC)S(=O)(=O)c1ccc(C)c(NC(=O)CSc2nnnn2C)c1
→ nt	-1	nt	9	2	nt	-24	nt	nt
28) CC(C)c1cccc(-c2ccc3c(c2)S(=O)(=O)c2cccc(C(=O)NC4CCCC4)c2C3=O)c1
→ nt	3	nt	1	-9	nt	3	nt	nt
29) COC(=O)[C@@H]1C[C@H]2CC[C@H](O)C[C@H]2N1Cc1ccccc1OS(=O)(=O)c1ccc(C)cc1
→ 1.3	4	4	3	8	21	-1	11	-4
30) Oc1[nH]c2ccc(Br)cc2c1N=NC(=S)N1CCOCC1
→ 4.1	14	4	-3	-27	0	6	-4	3

(continued)
Results follow in this order: PP5 primary	AHR act	PP1 counter	procasp3 activ	procasp7 counter	TPT1 inh	PAFAH2 FP inh	core dimer inh	CTSL1 counter
31) COc1ccc(S(=O)(=O)N2CCOC2CNC(=O)C(=O)NCCCN2CCOCC2)cc1C (stereo unspecified)
→ -1.1	3	-4	6	4	-1	5	-6	0
32) CCOCCCNC(=O)NC12CC3CC(CC(C3)C1)C2
→ -0.2	0	-4	2	2	-2	10	2	2
33) COc1ccc(CNC(=O)CN(c2ccc(C(C)=O)cc2)S(=O)(=O)c2ccc(C)cc2)cc1OC
→ nt	0	nt	11	1	nt	2	nt	nt
34) COc1cccc(C2CC(c3ccccc3Cl)Nc3nc(N)nn32)c1 (stereo unspecified)
→ 1.4	1	-1	-5	4	0	2	0	0
35) CC(C)c1nc2c(c(=O)n(C)c(=O)n2C)n1C
→ -0.7	16	-5	6	1	-2	2	6	0
36) Clc1ccc(-c2csc(=Nc3cccnc3)n2CCCn2ccnc2)cc1Cl
→ -1.4	39	8	-2	5	-1	1	10	2
37) COc1ccc(NC(=O)c2sc3nc(N4CCOCC4)c4c(c3c2N)CC(C(C)C)OC4)c(OC)c1 (stereo unspecified)
→ 1.5	-2	-2	-8	-2	-4	5	11	-4
38) COC(=O)c1ccc(NS(=O)(=O)NC(=O)c2cn(C)c3ccccc23)cc1
→ -2.8	2	0	2	10	-3	3	-5	-1
39) CCCN(CC(=O)Nc1ccccc1C)C(=O)CCCc1c[nH]c2ccccc12
→ 0.6	9	-3	3	-1	nt	3	nt	nt
40) CCCc1cc(=O)oc2cc(C)cc(OCC(=O)NCC(O)c3ccccc3)c12 (stereo unspecified)
→ -2.2	7	0	-1	-5	-1	-1	3	-2
41) COCC(=O)Nc1nnc(Cc2ccc(OC)c(OC)c2)s1
→ 3.8	0	-2	-1	3	2	-3	-3	2
42) COc1cc(-c2c(C#N)c(N)nc3c2CCCC3)cc(OC)c1OC
→ 1.9	17	-14	-7	-8	-2	7	4	10
43) CC(C)(C)n1nnnc1C(c1cccs1)N1CCCc2ccccc21 (stereo unspecified)
→ 2.7	3	3	1	-1	3	-4	0	4
44) CCCCCCn1c(N2CCN(c3ccccc3)CC2)nc2c1c(=O)n(C)c(=O)n2C
→ 3.4	-4	2	3	-7	-2	-10	7	3
45) Cc1ccccc1N(CC(=O)N/N=C/c1ccc(N(C)C)cc1)C(=O)c1ccccc1
→ 4.8	23	5	4	-1	4	-2	14	3

Part of the list above in order of formula weight, highest first:
Results follow in this order: PP5 primary	AHR act	PP1 counter	procasp3 activ	procasp7 counter	TPT1 inh	PAFAH2 FP inh	core dimer inh	CTSL1 counter
37) COc1ccc(NC(=O)c2sc3nc(N4CCOCC4)c4c(c3c2N)CC(C(C)C)OC4)c(OC)c1 (stereo unspecified)
→ 1.5	-2	-2	-8	-2	-4	5	11	-4
36) Clc1ccc(-c2csc(=Nc3cccnc3)n2CCCn2ccnc2)cc1Cl
→ -1.4	39	8	-2	5	-1	1	10	2
44) CCCCCCn1c(N2CCN(c3ccccc3)CC2)nc2c1c(=O)n(C)c(=O)n2C
→ 3.4	-4	2	3	-7	-2	-10	7	3
34) COc1cccc(C2CC(c3ccccc3Cl)Nc3nc(N)nn32)c1 (stereo unspecified)
→ 1.4	1	-1	-5	4	0	2	0	0
42) COc1cc(-c2c(C#N)c(N)nc3c2CCCC3)cc(OC)c1OC
→ 1.9	17	-14	-7	-8	-2	7	4	10
41) COCC(=O)Nc1nnc(Cc2ccc(OC)c(OC)c2)s1
→ 3.8	0	-2	-1	3	2	-3	-3	2
32) CCOCCCNC(=O)NC12CC3CC(CC(C3)C1)C2
→ -0.2	0	-4	2	2	-2	10	2	2
35) CC(C)c1nc2c(c(=O)n(C)c(=O)n2C)n1C
→ -0.7	16	-5	6	1	-2	2	6	0

(continued)
Results follow in this order: PP5 primary	AHR act	PP1 counter	procasp3 activ	procasp7 counter	TPT1 inh	PAFAH2 FP inh	core dimer inh	CTSL1 counter
46) COc1c(C)cc(Br)cc1C(=O)Nc1ccc(Cc2ccncc2)cc1
→ 2.4	-7	5	5	6	3	-1	10	2
47) CCOC(=O)N1CCN(C2=C(NS(=O)(=O)c3ccc(C)cc3)C(=O)c3ccccc3C2=O)CC1
→ 4.8	-1	4	-2	-4	-3	10	-4	6
48) CCOc1ccc(N2CC(C(=O)Nc3nnc(Cc4ccccc4)s3)CC2=O)cc1 (stereo unspecified)
→ 1.4	2	5	3	-14	-3	-2	15	0
49) Cn1nc(C(C)(C)C)cc1C(=O)NCc1ccc(N2CCCC2=O)cc1
→ -0.5	-13	-4	0	-7	0	-2	-5	2
50) CCOC(=O)C1(C)NC(c2ccc(N(C)C)cc2)C2C(=O)N(CC)C(=O)C21 (stereo unspecified)
→ -1.3	0	2	-11	1	-1	-2	-3	-4
51) OC(COc1ccccc1Cl)CN1CCN(CC(O)COc2ccccc2Cl)CC1 (stereo unspecified)
→ 1.3	1	-1	-5	18	-4	-4	-4	1
52) COc1cc(-c2c(-c3cccc(C)c3)oc3ccccc23)cc(OC)c1OC
→ 4.1	0	-3	2	0	-1	-8	-5	-2
